Tau fibril FP – qHTS for Inhibitors of Tau Fibril Formation, Fluorescence Polarization. K18 P301L tau heparin fibrillization, Alexa594 FP, 6 h. Potency, µM (highest dose often 57.7 µM), inactives show at the top dose activity, negative = inhibition, hits mostly inhibitors. 280,000 compounds, 0.39% hits. AID 1468, 2008. Microtubule-associated protein tau (Homo sapiens), P10636; further: on the % scale 0 is the no-effect control and ±100 the full control effect; nearly all actives have a fitted effect of over 55% in size
Target sequence (P10636 561-689 P618L limits assumed): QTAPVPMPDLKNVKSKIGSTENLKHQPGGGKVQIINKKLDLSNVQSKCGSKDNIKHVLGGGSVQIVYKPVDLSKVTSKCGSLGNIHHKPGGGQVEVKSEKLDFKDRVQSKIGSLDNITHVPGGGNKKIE
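K18 P301L tau (15 uM unlabeled/0.24 uM Alexa 594-labeled, final) + compound + heparin 20 uM final; 100 mM NaOAc pH 7; 6 hr 37 C; ThT 30 uM final added, 1 hr RT; FP ex 555/em 632 nm.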
HTT cytoprotect – qHTS Multiplex Assay to Identify Dual Action Probes in a Cell Model of Huntington: Cytoprotection (ATP); PC12 HTT-Q103 induced, cytoprotection, ATP luminescence, 40 h; Potency, µM (doses to about 56.4 µM), for the others: cytoprotection (ATP increase), most hits filed as activators; 230,000 compounds, 0.14% hits; AID 1471, 2008;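 further: % of control where 0% means no effect; nearly all actives have a fitted effect of over 45% in size; toxic huntingtin expression switched on by the ecdysone agonist tebufenozide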
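Compounds added alongside 100 nM tebufenozide, which induces toxic Q103 huntingtin exon 1-GFP in stable PC12 cells; surviving cells quantified by luminescent ATP measurement. Medium: phenol red-free DMEM, 5% equine and 5% calf serum.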
Tau fluor counter – Counterscreen qHTS for Inhibitors of Tau Fibril Formation, Fluorescence Polarization | tau K18 P301L Alexa594 fluorescence, heparin fibrillization | Potency, µM (titrated, usually from 57.7 µM), inactives show at the highest dose activity change, negative = decrease | 280,000 compounds, 0.93% hits | AID 1463, 2008; further: on the % scale 0 is the no-effect control and ±100 the full control effect; nearly all actives have a fitted effect of over 55% in size
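Human tau K18 P301L (15 uM unlabeled, 0.24 uM Alexa 594-labeled) in 100 mM sodium acetate pH 7 with 20 uM heparin, 6 hr at 37 C. ThT 30 uM added, 1 hr ambient; Alexa 594 FP and total fluorescence read at 555/632 nm.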
TRb-SRC2 inh – qHTS for Inhibitors of the Interaction of Thyroid Hormone Receptor and Steroid Receptor Coregulator 2; TRbeta-SRC2 peptide binding, fluorescence polarization; receptor liganded with 1 µM T3; Potency, µM (titrated, usually from 106 µM), for the others: top-dose activity change, negative = inhibition, actives largely listed as inhibitors; 280,000 compounds, 0.065% hits; AID 1469, 2008;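 further: plate controls were bound peptide for no effect and peptide without receptor for full effect; nearly all actives have a fitted effect of over 50% in size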
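Compounds were added to 0.6 uM TRb ligand-binding domain and 20 nM Texas Red-labeled SRC2 peptide in Tris buffer containing 1 uM T3, incubated 5 hr at ambient temperature, then read by fluorescence polarization.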
Tau fibril ThT – qHTS for Inhibitors of Tau Fibril Formation, Thioflavin T Binding; Microtubule-associated protein tau (Homo sapiens), P10636; recombinant tau K18 P301L, heparin-induced fibrillization, ThT fluorescence; Potency, µM (titrated, usually from 57.4 µM), without a hit: at the top dose activity, negative = inhibition, usual class: inhibitors; 270,000 compounds, 2.1% hits; AID 1460, 2008; further: on the % scale 0 is the no-effect control and ±100 the full control effect; nearly all actives have a fitted effect of over 55% in size
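Using a mix of unlabeled (15 uM) and Alexa 594-labeled (0.24 uM) tau K18 P301L, heparin-triggered fibrillization over 6 hr at 37 C was scored by ThT fluorescence.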
RECQ1 helicase – qHTS Assay for Inhibitors of RecQ-Like Dna Helicase 1 (RECQ1); ATP-dependent DNA helicase Q1 (Homo sapiens), P46063; RECQ1 DNA unwinding, red fluorescence kinetic read; Potency, µM (titrated, usually from 57.3 µM), for inactives: at the highest dose activity, negative = inhibition, usual class: inhibitors; 240,000 compounds, 0.54% hits; AID 2549, 2010;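 further: plate controls were vehicle for no effect and no enzyme for full effect; nearly all actives have a fitted effect of over 30% in size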
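50 nM RECQ1T1 preincubated 15 min with compound in Tris pH 8.0 buffer with MgCl2, DTT, Tween-20 and 2.5 ug/ml poly(dI-dC); started with 200 nM TAMRA/BHQ-2 forked duplex and 2 mM ATP. Unwinding read as fluorescence (525/598 nm), two reads 2 h apart.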
L3MBTL1 block – qHTS Assay for the Inhibitors of L3MBTL1; 230,000 compounds, 0.66% hits; AlphaScreen L3MBTL1–H3K9me1 peptide binding; Lethal(3)malignant brain tumor-like protein 1 (Homo sapiens), Q9Y468; Potency, µM (doses to about 57.1 µM), for the others: at the highest dose activity, negative = inhibition, hits mostly inhibitors; further: on the % scale 0 is the no-effect control and ±100 the full control effect; nearly all actives have a fitted effect of over 60% in size
Target sequence (Q9Y468 whole entry, looked up): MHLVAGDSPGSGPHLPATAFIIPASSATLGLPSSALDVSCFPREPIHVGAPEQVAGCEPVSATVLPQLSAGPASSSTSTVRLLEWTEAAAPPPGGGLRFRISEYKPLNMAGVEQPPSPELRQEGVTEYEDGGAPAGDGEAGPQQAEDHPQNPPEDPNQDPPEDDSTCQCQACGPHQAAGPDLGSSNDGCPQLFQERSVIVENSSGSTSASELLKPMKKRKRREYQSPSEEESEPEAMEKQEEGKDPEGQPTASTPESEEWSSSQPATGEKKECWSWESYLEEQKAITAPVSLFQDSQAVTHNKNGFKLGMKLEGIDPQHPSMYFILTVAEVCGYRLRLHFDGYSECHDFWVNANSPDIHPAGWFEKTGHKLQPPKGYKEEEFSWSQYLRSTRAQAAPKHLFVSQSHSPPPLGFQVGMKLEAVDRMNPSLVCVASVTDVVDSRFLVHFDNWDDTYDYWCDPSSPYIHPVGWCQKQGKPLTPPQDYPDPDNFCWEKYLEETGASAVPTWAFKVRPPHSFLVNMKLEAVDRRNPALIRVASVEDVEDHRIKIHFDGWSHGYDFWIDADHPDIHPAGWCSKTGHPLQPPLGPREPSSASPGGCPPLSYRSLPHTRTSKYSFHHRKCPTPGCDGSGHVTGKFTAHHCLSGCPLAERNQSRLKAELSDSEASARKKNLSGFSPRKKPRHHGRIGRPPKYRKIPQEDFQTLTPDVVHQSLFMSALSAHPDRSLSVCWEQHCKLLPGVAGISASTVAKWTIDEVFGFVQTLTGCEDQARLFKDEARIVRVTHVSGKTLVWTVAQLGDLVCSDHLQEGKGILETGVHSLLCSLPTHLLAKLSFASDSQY
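AlphaScreen assay: L3MBTL1 (50 nM final) was preincubated 30 min at room temperature with biotinylated H3(1-15)K9me1 peptide (75 nM final), then 30 min with library compounds; streptavidin donor and nickel chelate acceptor beads (10 ug/mL final) added, 30 min dark.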
TR SRC2 fluor cs – Total Fluorescence Counterscreen for Inhibitors of the Interaction of Thyroid Hormone Receptor and Steroid Receptor Coregulator 2; TRb/SRC2 Texas Red total fluorescence interference; Potency, µM (doses to about 106 µM), without a hit: top-dose fluorescence change, negative = quenching; 280,000 compounds, 0.29% hits; active means well fitted curve in either direction with a large enough effect; inconclusive means small, poorly fitted or top-dose-only effect; further: on the % scale 0 is the no-effect control and ±100 the full control effect
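Human TRb ligand-binding domain at 0.6 uM with 20 nM Texas Red SRC2 peptide in Tris buffer containing 1 uM T3 and 5% DMSO, incubated with compound 5 h at ambient temperature. Total fluorescence (555/632 nm) calculated as parallel + 2 × perpendicular.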
* = called active by the depositor; i = inactive; ? = inconclusive; / = no result given; & = joins results of further samples; [ ] = remark or other dose. Unless noted, the call rests on the fitted dose curve; in most records, active means well fitted curve in the direction sought with a large enough effect; inconclusive means small, poorly fitted or top-dose-only effect, or another doubt; inactive means no such curve, though single readings can be large; an effect the other way counts as inactive or inconclusive. Potency means the concentration at half of the fitted maximal effect. A portion of the library; the hit share may differ from the screen's.

SMILES | Tau fibril FP | HTT cytoprotect | Tau fluor counter | TRb-SRC2 inh | Tau fibril ThT | RECQ1 helicase | L3MBTL1 block | TR SRC2 fluor cs
CCN1CCN(C(=O)c2ccccc2N(Cc2ccccc2)S(=O)(=O)c2ccc(OC)cc2)CC1 | 0.9% | -0.2%[10 µM] | -7.5% | 0.3% | -11.8% | -3.6% | -11.9% | 1.0%
COc1ccc(N2CCN(c3ccc(C(N)=O)cc3[N+](=O)[O-])CC2)cc1 | 1.3% | -27.2% | ? | -3.5% | 4.47µM* | -3.5% | -23.4% | -2.6%
Cc1cc(C)c(C#N)c(SCC(=O)N2CCN(Cc3ccccc3)CC2)n1 | 2.9% | -11.5% | -12.5% | -16.3% | -12.4% | i | -7.1% | -3.3%
COc1ccc(CN2CCN(C(=O)c3ccc4nc(N5CCOCC5)sc4c3)CC2)c(OC)c1OC | 6.5% | -22.6% | -7.4% | -6.0% | -13.9% | -1.6% | / | -6.1%
COc1ccc(CN(C)Cc2nc(Cc3ccccc3Cl)no2)cc1OC | 2.2% | 26.1% | -8.4% | -13.0% | -12.0% | -7.7% | -8.7% | -5.5%
CCc1cc2c3c(c(=O)oc2cc1OC)CCCC3 | -2.8% | -17.2%[0.074 µM] | -4.7% | -0.7% | ? | -3.5% | -8.6%[11.4 µM] | -3.4%
O=C(CCCSc1nc2ccccc2[nH]1)NCc1ccc(Cl)cc1 | 3.3% | 2.3%[10 µM] | -1.9% | -0.2% | 9.4% | -11.3% | 12.8% | -0.9%
CCOc1ccc(CCNC(=O)Cn2c(-c3cccs3)cc3ccccc32)cc1OCC | -1.0% | / | -12.9% | 0.3% | -4.5% | / | / | -15.5%
CCOc1ccccc1NS(=O)(=O)c1ccc2oc(=O)c3ncn(C)c3c2c1 | -4.0% | / | 0.8% | 0.2% | 11.2% | / | / | -1.8%
CCOC(=O)C1CCN(c2c(Nc3cc(C)cc(C)c3)c(=O)c2=O)CC1 | 16.1% | 4.3%[10 µM] | -2.3% | 6.9% | 2.0% | i | / | -3.0%

Rewritten with values under each structure: entries from further up
Results follow in this order: Tau fibril FP | HTT cytoprotect | Tau fluor counter | TRb-SRC2 inh | Tau fibril ThT | RECQ1 helicase | L3MBTL1 block | TR SRC2 fluor cs
- CCOc1ccccc1NS(=O)(=O)c1ccc2oc(=O)c3ncn(C)c3c2c1
 : -4.0% | / | 0.8% | 0.2% | 11.2% | / | / | -1.8%
- CCOC(=O)C1CCN(c2c(Nc3cc(C)cc(C)c3)c(=O)c2=O)CC1
 : 16.1% | 4.3%[10 µM] | -2.3% | 6.9% | 2.0% | i | / | -3.0%

Later entries.
SMILES | Tau fibril FP | HTT cytoprotect | Tau fluor counter | TRb-SRC2 inh | Tau fibril ThT | RECQ1 helicase | L3MBTL1 block | TR SRC2 fluor cs
COc1cc(O)c(C(CCN2CCOCC2)c2ccc(N(C)C)cc2)c(OC)c1 (configuration not stated) | -1.4% | 3.7%[10 µM] | -4.3% | -5.2%&2.1% | -1.5% | i | / | 1.1%&-3.0%
CC(/C=N/NC(=O)c1cc(-c2ccc3ccccc3c2)n[nH]1)=C\c1ccco1 | -2.3% | -4.5%[10 µM] | ? | 10.5% | -3.2% | -11.2% | -17.3% | -5.4%
COc1ccc2[nH]c(=O)c(CN(Cc3ccco3)Cc3nnnn3Cc3ccccc3)cc2c1 | ? | 1.4% | -1.9% | -13.6% | -2.1% | i | -86.0% | 1.2%
COc1ccc(OC)c(C2CC(=O)N(c3cccc(C)c3)C3=C2C(=O)OC3)c1 (configuration not stated) | -1.5% | / | -11.2% | 8.1% | -6.5% | / | / | -5.6%
Cc1ccc(-n2nc3c(SCCN4CCOCC4)nnc(C)c3c2C)cc1 | 0.7% | -20.1%[10 µM] | 2.6% | -6.2% | -5.3% | i | 4.4% | 1.5%
O=C(COC(=O)/C(=C/c1cccs1)c1cccs1)NCc1ccccc1Cl | 5.8% | -18.2%[10 µM] | -17.7% | 2.0% | -16.1% | -12.3% | -1.9% | -0.8%
C/C=C/C(=O)OCC(=O)Nc1c(Cl)cccc1Cl | 4.7% | -19.0% | -3.0% | -5.7% | -6.7% | -4.4% | / | -3.0%
COCc1ccc(O)c2ncccc12 | -7.0% | -73.0%[inhibitor][10 µM] | -14.7% | -1.1% | -18.8% | -0.9% | / | 1.3%
COCCCNC(=O)c1c(N)n(/N=C/c2cccs2)c2nc3ccccc3nc12 | 5.2% | 3.9% | -19.4% | 7.5% | -14.5% | -3.3% | 7.2% | -0.2%
Cc1cc2ncc(C(=O)Nc3ccccc3)c(C)n2n1 | -3.4% | 20.7%[10 µM] | 4.8% | -1.4% | 2.2% | -2.1% | 8.5% | 1.4%
CN(C)c1ccc(C2(O)C(=O)c3ccccc3C2=O)cc1 | 1.2% | / | -1.2% | 1.4% | 6.7% | -2.4% | 9.6% | 3.3%
CC(C)C[C@@H](CC(=O)N[C@@H](CCCN)CC(=O)N[C@@H]1CCCC[C@H]1C(=O)N[C@H](CC(=O)N[C@@H](CCC(=O)O)CC(=O)O)CC(C)C)NC(=O)[C@@H]1CNCC[C@H]1N | 0.6% | 5.0%[1.9 µM] | -2.3% | 7.7% | -4.9% | -9.5% | / | -2.5%
COc1ccc(CCn2c(=O)[nH]c3cc(C(=O)N4CCN(c5ccccn5)CC4)ccc3c2=O)cc1OC | -3.5% | -13.3% | -4.3% | -0.7% | -12.0% | -14.5% | / | -0.6%
CCN(CC)CCNC(=O)c1ccc(NC(=O)c2ccc(F)cc2)cc1 | -0.1% | 14.8%[10 µM] | -3.9% | 0.3% | 5.4% | i | 9.1% | 2.4%
Cc1ccc2c(c1)/C(=N/N1C(=O)c3ccccc3C1=O)C(=O)N2 | -2.8% | / | -4.7% | -3.1% | ? | i | 8.2% | -3.9%
COc1ccc(-c2cc(C(=O)OC(C)C(=O)Nc3c(C)n(C)n(-c4ccccc4)c3=O)c3ccccc3n2)cc1 (configuration not stated) | 5.4% | -16.4%[10 µM] | -24.3% | 0.7% | -13.1% | -7.3% | 13.9% | -2.0%
COCCCNC(=O)c1sc2nc(C)c(C(=O)Nc3ccc(C)cc3C)c(-c3ccc(Cl)cc3)c2c1N | 8.3% | / | -18.7% | 3.1% | ? | / | / | -1.1%
COc1ccc(-c2cc(C(F)(F)F)nc(S(C)(=O)=O)n2)cc1OC | -3.2% | -90.2%[inhibitor] | -2.8% | 13.3% | -10.6% | i | -0.2% | -3.4%
COc1cc(CN2CCNC(=O)C2CC(=O)N(C)Cc2ncc[nH]2)cc(OC)c1 (configuration not stated) | -2.6%[2.34 µM] | -8.2%[10 µM] | -17.6% | 2.1% | -1.2% | i | 13.8% | -9.0%
O=C(CN1CCN(c2cccc(Cl)c2)CC1)Nc1nccs1 | 0.6% | -167.8%[inhibitor] | -7.8% | 3.6% | -1.7% | -4.7% | 3.5% | 0.5%
COC(=O)[C@@]1(Cc2ccccc2)[C@H]2c3cc(C(=O)N(C)C)n(Cc4ccccn4)c3C[C@H]2CN1C(=O)c1ccccc1 | -13.7% | 18.1% | -17.7% | 3.2% | -13.4% | -5.3% | / | -1.5%
Cc1cc(NC(=O)C2CCCCC2C(=O)O)no1 (configuration not stated) | 6.5% | -6.0% | 12.8% | -10.1% | 7.5% | 2.5% | 5.7%[11.4 µM] | -2.4%
O=c1[nH]c(/C=C\c2cccs2)nc(O)c1[N+](=O)[O-] | -4.6% | -3.2%[10 µM] | -6.7% | -5.3% | 2.5% | 6.2% | ? | -2.9%
CC1CN(C(=O)c2ccccc2Sc2ccccc2C#N)CC(C)O1 (configuration not stated) | -3.9% | 13.4% | -2.0% | -3.4% | -8.2% | i | / | -4.0%
Cc1cc(Cl)c(S(=O)(=O)Nc2ccc(Cl)cn2)cc1OCC(N)=O | -1.7% | 3.0%[1.9 µM] | -6.7% | -17.7% | -8.2% | 0.8% | 0.3% | 3.0%
CCc1ccc(C(=O)/C=C/Nc2ccc(S(=O)(=O)Nc3cnc4ccccc4n3)cc2)cc1 | -0.2% | -17.0%[10 µM] | 0.9% | 3.8% | ? | i | / | -2.7%
CCCS(=O)(=O)Nc1ccc(-c2ccc3nnc(C)n3n2)cc1 | 5.4% | 19.8% | -0.5% | 3.0% | -3.1% | -0.6% | / | -2.9%
COc1nc(Nc2nc3ccccc3c(=O)[nH]2)nc2ccc(C)cc12 | 2.6% | -50.3%[inhibitor][10 µM] | 3.3% | 0.2% | ? | 16.9% | / | -2.0%
CCCn1c(-c2cccs2)nc2ccccc21 | 6.2% | -13.8%[0.074 µM] | 0.8% | 2.3% | -16.6% | 11.8% | -3.5% | 2.4%
CCOc1cc(OCC)cc(C(=O)Nc2cccc(C(C)=O)c2)c1 | -11.8% | 22.2%[0.074 µM] | -14.5% | -1.2% | 2.4% | i | 4.4% | 1.0%
Cn1nc(NC(=O)C(C)(C)C)c2c(F)cccc21 | 8.5% | 9.7%[10 µM] | -2.3% | -8.4% | -10.5% | -11.0% | -8.0% | -1.5%
CN(C)CCCN1C(=O)C(O)=C(C(=O)c2cccs2)C1c1cccc([N+](=O)[O-])c1 (configuration not stated) | -1.1% | -4.2% | -8.2% | -2.8% | -8.0% | i | / | -3.5%
CC(C(=O)NCCN1CCOCC1)(c1ccccc1)c1ccccc1 | 0.7% | ? | 3.7% | 5.3% | 0.8% | i | 7.3% | -1.6%

Screening data deposited in PubChem by National Center for Advancing Translational Sciences (NCATS).
